Source: PubChem BioAssay (several laboratories)
hERG protect: shields human hERG channel from block by proarrhythmic agents. Q12809. CHO-hERG, FluxOR thallium flux, dofetilide IC70 present. activation (rescue from dofetilide block), less the hit threshold, % at 10 µM. actives 0.51% (n = 310,000);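 active = activation above the mean of controls blocked by dofetilide plus 5 SD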;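 note: thallium influx through hERG after potassium depolarization seen as dye fluorescence rise; in these data hits start at about 4.7%; inactives centre near -7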
KCNQ1 inh: inhibitors of human KCNQ1 potassium channel; CHO-K1 KCNQ1, FluxOR thallium flux fluorescence; active compounds read high; B-score at 10 µM; actives 1.3% (n = 310,000); AID 2642;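 active = compounds whose thallium flux B-score, printed positive for inhibition, exceeds three library SD while starting fluorescence stays within three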;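 note: channel opened by potassium depolarization with thallium stimulus after 20 min compound exposure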
PolyA inhibitor: inhibitors of polyadenylation in S. cerevisiae | S. cerevisiae SKY197-pL101 polyadenylation reporter, beta-gal luminescence; efflux-impaired pdr1/pdr3 knockout yeast; score 100 = 6 SD above DMSO | calls only at 12 µM | actives 0.02% (n = 300,000) | AID 1875;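 active = lowest replicate activity score at least 50, where 100 means six control SD above control mean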;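 note: yeast exposed to compound for 9 h at 30 °C; higher score means more reporter readthrough which indicates perturbed polyadenylation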
TRPC4 potent: TRPC4 (mouse) allosteric potentiation; Q9QUQ5; actives 0.42% (n = 310,000); HEK293 TRPC4beta/mu-opioid, DAMGO EC20, Fluo-4 Ca2+ flux; active compounds read high; B-score at 10 µM;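 active = B-score of calcium response area above 5 SD of library B-scores, with initial fluorescence ratio within 5 SD of library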;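 note: B-score of integrated fluorescence ratio over time as area under calcium response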
Target sequence (Q9QUQ5 whole entry, looked up): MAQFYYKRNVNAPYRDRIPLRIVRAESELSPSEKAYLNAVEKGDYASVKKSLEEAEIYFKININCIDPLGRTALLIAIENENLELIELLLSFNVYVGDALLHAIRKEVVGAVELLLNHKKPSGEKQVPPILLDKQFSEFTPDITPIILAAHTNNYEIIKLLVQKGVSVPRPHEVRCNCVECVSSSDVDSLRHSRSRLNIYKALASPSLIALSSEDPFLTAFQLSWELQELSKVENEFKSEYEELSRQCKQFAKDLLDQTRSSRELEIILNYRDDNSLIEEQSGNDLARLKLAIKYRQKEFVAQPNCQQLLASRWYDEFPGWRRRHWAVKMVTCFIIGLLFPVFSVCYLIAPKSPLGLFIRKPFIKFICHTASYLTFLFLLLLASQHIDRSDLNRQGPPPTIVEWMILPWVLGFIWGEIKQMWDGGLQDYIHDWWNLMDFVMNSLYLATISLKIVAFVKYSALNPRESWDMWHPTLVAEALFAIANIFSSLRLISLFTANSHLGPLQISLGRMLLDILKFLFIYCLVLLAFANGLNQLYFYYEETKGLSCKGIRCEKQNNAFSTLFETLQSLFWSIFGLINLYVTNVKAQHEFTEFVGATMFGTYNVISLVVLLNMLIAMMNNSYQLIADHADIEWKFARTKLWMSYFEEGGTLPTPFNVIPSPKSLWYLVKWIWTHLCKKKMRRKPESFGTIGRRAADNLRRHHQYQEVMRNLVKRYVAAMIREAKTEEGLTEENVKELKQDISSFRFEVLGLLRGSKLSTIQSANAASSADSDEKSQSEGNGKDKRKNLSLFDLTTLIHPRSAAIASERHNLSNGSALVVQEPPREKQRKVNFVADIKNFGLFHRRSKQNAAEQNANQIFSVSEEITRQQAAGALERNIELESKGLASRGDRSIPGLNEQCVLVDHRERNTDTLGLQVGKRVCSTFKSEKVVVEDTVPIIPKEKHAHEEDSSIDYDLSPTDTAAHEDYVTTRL
KCNK9 inh: inhibitors of human KCNK9 two-pore domain potassium channel | HEK293 KCNK9, FluxOR thallium flux fluorescence; active compounds read low | actives 1.2% (n = 310,000) | B-score at 10 µM | Q9NPC2;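 active = ratio B-score over 3 SD below the library mean, with starting fluorescence within 5 SD of its mean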;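 note: negative B-score means less thallium flux so channel inhibition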
DYRK1A inh: blocks rat Dyrk1A kinase activity | inhibition, % at 12.5 µM | actives 0.43% (n = 310,000) | ADP-Glo luminescence, NFATc1 peptide | AID 504441; in the data active = inhibition above about 50%;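 note: plate controls were vehicle with enzyme for no effect and no enzyme for full effect; many of its hits are not listed in these tables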
TRPC4 agonist: opens the mouse TRPC4 cation channel. Q9QUQ5. HEK293 TRPC4beta/mu-opioid, Fluo4 calcium fluorescence; active compounds read high. B-score at 10 µM. actives 0.49% (n = 310,000). AID 2237;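 active = B-score above 5 SD of library B-scores, and initial fluorescence ratio not above library mean plus 5 SD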;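 note: positive B-score marks a calcium rise read as TRPC4 activation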
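System – HEK293 cells stably co-expressing mouse TRPC4beta and mu-opioid receptor · Signal – Fluo4 calcium-sensitive dye fluorescence, kinetic, 1 Hz baseline · Benchmarks – buffer (low) and maximal DAMGO (high) · Read-out – B score of integrated fluorescence ratio per well · Incubation – dye loading 45 min room temperature, 110 s kinetic read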
KCNK3 block: human KCNK3 channel inhibition, primary screen | O14649 | CHO-KCNK3 thallium flux, FluxOR fluorescence; active compounds read low | B-score at 10 µM | actives 0.84% (n = 340,000) | AID 602410;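 active = B-score under library mean minus 4 SD, starting fluorescence ratio at most library mean plus 5 SD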;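 note: more negative B-score means stronger inhibition of thallium flux through KCNK3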
Platelet DG rel: platelet dense granule release activity. human platelet-rich plasma, SFLLRN dense granule ATP release, luminescence. inhibition, %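 (compounds screened at 7.5 µM in platelet-rich plasma)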. actives 0.22% (n = 300,000);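 active = mean replicate score, as percent of positive control, at or above 50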
KCNQ1 act: potentiates or activates the human KCNQ1 potassium channel. P51787. CHO-K1 KCNQ1, thallium flux FluxOR fluorescence; active compounds read high. B-score at 10 µM. actives 0.35% (n = 310,000). AID 2648;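 active = fluorescence ratio B-score, a plate-corrected score, at least three library SD, with initial intensity B-score within 5 SD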
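Doses: Single concentration per compound, DMSO matched to controls | Test system: KCNQ1-transfected CHO-K1 cells | Timing: 90 min dye loading and 20 min compound exposure, both at room temperature | Measured by: Kinetic FluxOR thallium fluorescence, 10-s 1-Hz baseline, 110-s post-stimulus read | Medium: Assay buffer with matched DMSO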
TRPC4 block: TRPC4 (mouse) channel inhibition | Q9QUQ5 | HEK293 TRPC4beta/mu-opioid, DAMGO-evoked Fluo4 calcium flux; active compounds read low | B-score at 10 µM | actives 0.39% (n = 300,000) | AID 2247;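 active = B-score over 3 SD under the library average, no early fluorescence shift, positive overall ratio signal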
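material = TRPC4beta/mu-opioid receptor HEK293 cell line | probe or stimulus = sequential submaximal and maximal DAMGO stimulation | compound dosing = one concentration per compound | measured by = Fluo4 Ca2+ flux fluorescence | evaluation = integrated fluorescence ratio relative to baseline, converted to per-well B score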
Starred values were filed as active, the others as inactive; i = inactive; / = no result given.

SMILES	hERG protect	KCNQ1 inh	PolyA inhibitor	TRPC4 potent	KCNK9 inh	DYRK1A inh	TRPC4 agonist	KCNK3 block	Platelet DG rel	KCNQ1 act	TRPC4 block
Cc1cccc(NC(=O)C(C)SCc2nc3sc(C)c(C)c3c(=O)[nH]2)n1 (centres undefined)	-12	i	i	i	i	-3	i	i	0	i	i
COC(=O)c1c(NC(C)=O)sc2c1CCN(Cc1ccccc1)C2	-10	i	i	i	i	3	i	i	1	i	i
CCOc1ccc(NC(=O)COC(=O)COc2cccc3c2OC(C)(C)C3)cc1	-10	i	i	i	i	-1	i	i	-13	i	i
COc1ccc(CCNC(=O)NC(C(F)(F)F)C(F)(F)F)cc1OC	-4	i	i	i	i	1	i	i	1	i	i
CC1CC(C)CN(C(=O)COC(=O)c2cccc([N+](=O)[O-])c2)C1 (centres undefined)	-13	i	i	i	i	2	i	i	4	i	i
O=C(N/N=C/c1ccccc1)c1ccc(N2CCOCC2)c([N+](=O)[O-])c1	-9	i	i	i	i	-9	i	i	10	i	i
COCCNC(=O)c1cc2sccc2n1C	-17	i	i	i	i	4	i	i	-2	i	i
COc1ccc(NC(=O)CN2CCN(c3ccccc3F)CC2)cc1	-12	i	i	i	i	2	i	i	-4	i	i
C/C(=N\NC(=O)c1ccccc1)c1ccc(N2CCCCC2)cc1	-2	i	i	i	i	6	i	i	-16	i	i
COc1cc(NC(=O)c2n[nH]c(=O)c3ccccc23)cc(OC)c1	-11	i	i	i	i	-9	i	i	3	i	i
O=C(c1ccccc1)N1CCN(S(=O)(=O)N2CCOCC2)CC1	-9	i	i	i	i	3	i	i	-8	i	i
Cc1ccc(/C(=N/Nc2ncnc3ccccc23)C(=O)O)cc1	-8	i	i	i	i	5	i	i	-9	i	i
COC(=O)C1=C(C)Nc2nnnn2C1c1cc(OC)ccc1OC (centres undefined)	1	i	i	i	i	-2	i	i	0	i	i
CC1CN(c2nc3c(c(=O)n(Cc4ccc(Cl)cc4)c(=O)n3C)n2C)CC(C)O1 (centres undefined)	-19	i	i	i	i	3	i	i	-5	i	i
O=C(Nc1ccc(N2CCOCC2)cc1)c1cnccn1	-4	i	i	i	i	-4	i	i	22	i	i
O=C(Nc1cccc(C(F)(F)F)c1)c1cc(S(=O)(=O)N2CCCCC2)ccc1N1CCOCC1	-11	i	i	i	i	9	i	i	9	i	i
CC(=O)N(C(C)=O)C1=C(C#N)C2(CCCCC2)Cc2ccccc21	-6	i	i	i	i	17	i	i	-4	i	i
O=C(NC(=S)NCc1ccco1)c1ccccc1	-7	i	i	i	i	-6	i	i	2	i	i
Cc1cccc(C)c1NC(=O)CCCSc1nnc(N)s1	0	i	i	i	i	-2	i	i	3	i	i
Cn1c(CNC(=O)c2ccc3c(c2)OCO3)nnc1SCC(=O)Nc1ccccc1F	-4	i	/	i	i	-3	i	i	14	i	i
COc1ccc(Cn2cnc3c4cc(F)ccc4n(C)c3c2=O)cc1	-12	i	i	i	i	/	i	i	/	i	i
CC(C)OP(=O)(OC(C)C)C(Nc1cccc(C(=O)O)c1)c1ccccc1 (centres undefined)	-10	i	i	i	i	-2	i	i	2	i	i
O=C(O)CCC(=O)N1N=C(c2cccs2)CC1c1ccc(Br)cc1 (centres undefined)	-6	i	i	i	i	1	i	i	21	i	i
CCOC(=O)c1c(S(=O)(=O)NCC(=O)NCc2ccccc2Cl)c(C)n(C)c1C	-8	i	i	i	i	4	i	i	-4	i	i
Cc1sc(NC(=O)CSc2nc(N)n(CC(=O)c3ccccc3)n2)c(C#N)c1C	-2	i	i	i	i	-1	i	i	2	i	i
Cn1nc(CC(=O)N2CCN(c3ccccc3)CC2)c2ccccc2c1=O	-6	i	i	i	i	-4	i	i	-9	i	i
CN(C)c1nnc(-c2ccc(Cl)cc2)o1	-7	i	i	i	i	/	i	i	0	i	i
O=C(COC(=O)COc1ccc(Cl)cc1Cl)Nc1cccnc1Cl	-4	i	i	i	i	-2	i	i	5	i	i
C=CCCC(=O)Nc1nc(C)c(-c2csc(Nc3ccc(Cl)cc3)n2)s1	-9	i	i	i	i	8	i	i	3	i	i
CCCSc1cc(=O)n(-c2ccccc2)nc1C(=O)O	0	i	i	i	i	-3	i	i	2	i	i
CC1CCCN(CCCNC(=O)c2ccc(CS(=O)(=O)c3c(Cl)cccc3Cl)o2)C1 (centres undefined)	-5	i	i	i	i	-2	i	i	4	i	i
Cc1ccc(Nc2c(-c3ccc(N4CCOCC4)cc3)nc3ncccn23)cc1	-13	i	i	i	i	2	i	i	1	i	i
CC(C)NC(=O)c1cc(C(=O)c2cc(Cl)ccc2O)coc1=N	-3	i	i	i	i	-3	i	i	-18	i	i
O=C(NCCc1ccncc1)c1ccc2nc(Cc3cccc(Cl)c3)oc2c1	-18	i	i	i	i	2	i	i	-5	i	i
COc1ccc(CNC(=O)CN2CCC(NC(=O)c3ccccc3C)CC2)cc1	-5	i	i	i	i	-3	i	i	-4	i	i
CCc1c(C)nc2cc(-c3ccc(OC)c(OC)c3)nn2c1NCC1CC1	-28	i	i	i	-6.7*	4	i	i	6	i	i
COC(=O)c1ccc2c(=O)n(CCCN3CCOCC3)c(=S)[nH]c2c1	-4	i	i	i	i	-5	i	i	2	i	i
COc1ccc(/C=C(/C#N)C(=O)Nc2ccc(C)cc2C)cc1C(=O)O	-1	i	i	i	i	6	i	i	-3	i	i
O=C(O)c1n[nH]c2ccccc12	-7	i	i	i	i	6	i	i	-5	i	i
Cc1ccc(Oc2cc([N+](=O)[O-])cc3c2C(=O)Nc2ccccc2O3)cc1	-4	i	i	i	i	-2	i	i	-4	i	i
O=[N+]([O-])c1ccc(N2CCOCC2)c(S(=O)(=O)N2CCOCC2)c1	-5	i	i	i	i	1	i	i	4	i	i
CN1C(=O)C(C)(C)c2cc(S(=O)(=O)NCC3CCC(C(=O)NCc4ccccc4)CC3)ccc21 (centres undefined)	-11	i	i	i	i	-14	i	i	3	i	i
CCN(c1cccc(C)c1)S(=O)(=O)c1ccc2c(c1)CCCN2C(C)=O	-5	i	i	i	i	-4	i	i	3	i	i
CCOC(=O)Cc1c(C)nc2cc(-c3ccc(C)cc3)[nH]n2c1=O	-8	i	i	i	i	2	i	i	-4	i	i
Cc1cccnc1NC(=O)c1ccc(Cl)c(S(=O)(=O)N2CCCC2)c1	-6	i	i	i	i	-5	i	i	21	i	i
CC(=O)Nc1ccc(-c2csc(Nc3ccc(Cl)cn3)n2)cc1	-13	i	i	i	i	/	i	i	-4	i	i
CCOC(=O)C(Sc1nn(C)c(=S)s1)C(C)=O (centres undefined)	-6	i	i	i	i	-5	i	i	0	i	i
CCCn1nnc(NC(=O)c2cccc(OCC)c2)n1	-5	i	i	i	i	-4	i	i	20	i	i
O=C1CC(N2CCC(c3nc4ccccc4s3)CC2)C(=O)N1 (centres undefined)	-4	i	i	i	i	14	i	i	/	i	i
COc1ccc(/C=N/n2c(-c3cc(C)[nH]n3)n[nH]c2=S)cc1	-6	i	i	i	i	/	i	i	10	i	i
CCCc1c(C(=O)N/N=C/C(C)=C/c2ccccc2)nnn1-c1nonc1N	-3	i	i	i	i	-2	i	i	24	i	i
Cc1ccc(C(=O)NC(=S)NCC2CCCO2)cc1 (centres undefined)	-6	i	i	i	i	7	i	i	-16	i	i
Cc1ccc(S(=O)(=O)N2CCN(C(=O)/C=C/c3ccco3)CC2)cc1	-4	i	i	i	i	3	i	i	15	i	i
COc1cccc(C2C=C(c3ccc(Br)s3)Nc3ncnn32)c1OC (centres undefined)	-3	i	i	i	i	0	i	i	-2	i	i
CCCCNC(=O)C1CCN(S(=O)(=O)c2c(C)noc2/C=C\c2ccc(OC)cc2)CC1	-5	i	i	i	i	2	i	i	0	i	i
O=C(CCc1c[nH]c2ccccc12)Nc1ncccc1O	-15	i	i	i	i	5	i	i	17	i	i
O=C(O)c1nc(N2CCCC2)ncc1Cl	0	i	i	i	i	4	i	i	6	i	/
CSc1cccc(NC(=O)C2CCN(S(=O)(=O)c3ccc(F)cc3)CC2)c1	-1	i	i	i	i	0	i	i	2	i	i
CCOC(=O)N1CCN(C(=O)Cn2ccc3ccccc3c2=O)CC1	-11	i	i	i	i	-3	i	i	-1	i	i
CC1=NN(C(=O)CSCc2ccccc2)C(O)(c2ccc(Cl)cc2)C1 (centres undefined)	-5	i	i	i	-13*	-3	i	-13*	-4	i	i

Compounds shown so far that contain bromine (2):
SMILES	hERG protect	KCNQ1 inh	PolyA inhibitor	TRPC4 potent	KCNK9 inh	DYRK1A inh	TRPC4 agonist	KCNK3 block	Platelet DG rel	KCNQ1 act	TRPC4 block
O=C(O)CCC(=O)N1N=C(c2cccs2)CC1c1ccc(Br)cc1 (centres undefined)	-6	i	i	i	i	1	i	i	21	i	i
COc1cccc(C2C=C(c3ccc(Br)s3)Nc3ncnn32)c1OC (centres undefined)	-3	i	i	i	i	0	i	i	-2	i	i

Back to the main list with the 2 entries that preceded the break.
SMILES	hERG protect	KCNQ1 inh	PolyA inhibitor	TRPC4 potent	KCNK9 inh	DYRK1A inh	TRPC4 agonist	KCNK3 block	Platelet DG rel	KCNQ1 act	TRPC4 block
CCOC(=O)N1CCN(C(=O)Cn2ccc3ccccc3c2=O)CC1	-11	i	i	i	i	-3	i	i	-1	i	i
CC1=NN(C(=O)CSCc2ccccc2)C(O)(c2ccc(Cl)cc2)C1 (centres undefined)	-5	i	i	i	-13*	-3	i	-13*	-4	i	i
Cn1c(=O)[nH]c(=O)c2c1nc(CN1CCN(c3cccc(Cl)c3)CC1)n2CCc1ccccc1	-14	i	i	i	i	28	i	i	5	i	i
Cn1c(NC(=O)c2cc(Br)ccc2Cl)cc(=O)n(C)c1=O	-6	i	i	i	i	-1	i	i	-5	i	i
O=C(CCCn1c(=O)c2ccccc2n(Cc2ccccc2)c1=O)NCc1ccco1	-4	i	i	i	i	-3	i	i	-11	i	i
Cc1cc(C)n2nc(C(=O)Nc3nnc(C4CC4)s3)nc2n1	0	i	i	i	i	5	i	i	2	i	i
O=c1oc2c3c4c(cc2s1)CCCN4CCC3	-11	i	i	i	i	4	i	i	-5	i	i
Cc1cc(C)nc(SCC(=O)NN)n1	-4	i	i	i	i	2	i	i	-1	i	i
O=C(Nc1ccc(S(=O)(=O)Nc2ncccn2)cc1)c1ccccc1Cl	-2	i	i	i	i	/	i	i	-2	i	i
COc1ccc(CN2CCC(=O)NC2=O)cc1	-8	i	i	i	i	1	i	i	-18	i	i

Some of the compounds tested, so the mix of outcomes need not match the whole.
